TCR-CD3 inh = inhibitors of human TCR-CD3 interaction. TAMRA-labeled TCR probe fluorescence, biochemical. inhibition, % at 9.4 µM. hit rate 0.37% among 360,000. AID 651800; in the data active = inhibition above about 19%;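 note: recombinant mutant TCR 2C K166C tagged with TAMRA read by polarization; 0% = receptor in buffer alone and 100% = receptor with positive control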
MBD2 inh = blocks human MBD2 binding to methylated DNA | Q9UBB5 | TR-FRET, MBD2 binding to methylated oligonucleotide | inhibition, % at 4.4 µM | hit rate 0.31% among 370,000; in the data active = inhibition above about 13%
Target sequence (Q9UBB5 whole entry, looked up): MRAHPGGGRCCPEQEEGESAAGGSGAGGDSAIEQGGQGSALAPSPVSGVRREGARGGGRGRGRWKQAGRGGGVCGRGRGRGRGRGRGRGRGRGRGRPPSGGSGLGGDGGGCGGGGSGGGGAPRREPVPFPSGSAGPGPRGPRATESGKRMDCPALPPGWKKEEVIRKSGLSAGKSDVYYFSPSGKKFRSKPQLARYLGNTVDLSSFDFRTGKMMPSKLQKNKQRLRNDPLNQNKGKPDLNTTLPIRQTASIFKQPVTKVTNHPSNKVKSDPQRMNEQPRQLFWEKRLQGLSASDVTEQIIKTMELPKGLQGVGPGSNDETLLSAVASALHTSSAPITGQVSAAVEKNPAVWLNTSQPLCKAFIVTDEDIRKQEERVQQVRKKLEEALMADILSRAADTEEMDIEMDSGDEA
SIAE primary = human SIAE inhibition, primary screen; Q9HAT2; SIAE FP-Rh probe binding, fluorescence polarization; inhibition, % at 9.66 µM; hit rate 0.69% among 370,000; AID 1053197;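 active = inhibition above a cutoff: mean of compounds within the control limits plus 3 SD of those, cut at about 17% in these data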;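 note: 0% = plate median of compound wells and 100% = probe without SIAE protein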
proKLK7 act = activates the human kallikrein-7 zymogen | purified proKLK7, EDANS-DABCYL substrate fluorescence; 100% is mature enzyme control, 0% vehicle | activation, % at 7 µM | AID 652039 | P49862 | hit rate 0.9% among 370,000;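 active = activation above the mean of all tested compounds plus 3 SD, computed per campaign excluding outliers beyond control limits, cut at about 13% in these data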
Target sequence (P49862 whole entry, looked up): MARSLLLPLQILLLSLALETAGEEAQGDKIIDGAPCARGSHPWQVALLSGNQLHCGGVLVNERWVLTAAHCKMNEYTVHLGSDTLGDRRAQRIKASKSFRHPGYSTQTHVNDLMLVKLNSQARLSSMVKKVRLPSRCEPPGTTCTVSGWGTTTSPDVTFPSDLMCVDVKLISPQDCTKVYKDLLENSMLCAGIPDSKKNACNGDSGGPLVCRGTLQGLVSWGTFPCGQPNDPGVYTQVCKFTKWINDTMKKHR
PRMT1 FP inh = inhibitors of human PRMT1. Q99873. recombinant PRMT1, activity-based probe fluorescence polarization. inhibition, % at 2.79 µM. hit rate 1.3% among 370,000. AID 652257;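 active = inhibition above about 21% made by adding two undisclosed values, limit read from the data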
LEDGF integ inh = blocks HIV-1 LEDGF/p75-dependent DNA integration; TR-FRET IN-LEDGF/p75 DNA integration, Eu/Cy5; inhibition, % at 3.7 µM; hit rate 0.64% among 370,000; AID 743269;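 active = inhibition above the screen-wide mean plus 3 SD, cut at about 13% in these data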;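 note: signal is the Cy5 over europium emission ratio at 671 and 618 nm; 0% = plate median of compound wells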
TDP2 absorb = blocks human TDP2 phosphodiesterase activity. O95551. recombinant TDP2, T5PNP hydrolysis, p-nitrophenol absorbance 415 nm. inhibition, % at 12.8 µM. hit rate 0.34% among 370,000. AID 720702;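 active = inhibition above the mean of all tested compounds plus 3 SD, set per campaign, cut at about 25% in these data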;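 note: 0% = DMSO with enzyme and 100% = buffer with substrate but no TDP2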
Target sequence (O95551 whole entry, looked up): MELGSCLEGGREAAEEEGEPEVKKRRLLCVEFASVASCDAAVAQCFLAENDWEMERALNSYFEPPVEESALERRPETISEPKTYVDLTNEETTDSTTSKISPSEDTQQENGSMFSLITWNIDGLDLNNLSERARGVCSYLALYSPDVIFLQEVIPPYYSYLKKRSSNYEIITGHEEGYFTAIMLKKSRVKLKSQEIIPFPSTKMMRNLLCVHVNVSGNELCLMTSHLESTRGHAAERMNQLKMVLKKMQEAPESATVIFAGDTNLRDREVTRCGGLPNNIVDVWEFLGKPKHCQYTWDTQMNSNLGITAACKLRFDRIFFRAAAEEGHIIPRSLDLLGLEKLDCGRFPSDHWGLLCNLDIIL
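Read-out basis: percent inhibition. System: recombinant human TDP2. Buffer or medium: Mg2+-containing Tris-HCl buffer, pH 7.5. Repeats: single replicate. Timing: reaction 2 h, 37 °C. Benchmarks: high control without enzyme, low control DMSO plus TDP2. Probe or stimulus: 5 mM T5PNP. Doses: 12.8 µM only. Measured by: epi absorbance of p-nitrophenol freed from T5PNP by hydrolysis.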
UHRF1 MBD2 ctr = UHRF1 methyl-DNA binding inhibition. UHRF1 binding to methylated oligo, TR-FRET. inhibition, % at 4.4 µM. hit rate 0.75% among 370,000; in the data active = inhibition above about 21%;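 note: UHRF1 SRA domain binding a hemimethylated CpG hairpin DNA probe; 0% = median of test compound wells and 100% = reference inhibitor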
Tn7 DDE FP = disrupts Tn7 cyclic peptide binding to fibrin D-Dimer-E complex; inhibition, % at 8.3 µM; hit rate 0.13% among 370,000; FP displacement of FITC-Tn7 peptide from fibrin DD(E); 0% = median of compound wells per plate; P02675;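 active = inhibition above the mean of compounds falling within the control limits plus 3 SD of them, cut at about 14% in these data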;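 note: 0% = plate median of compound wells and 100% = 10 µM Aha-Tn7 peptide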
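assay system = human clot-derived fibrin DD(E) complex | quantity = Fibrin-DD(E) at 2 µM final | timing = 10 min preincubation, 3 h with tracer, room temperature | signal = fluorescence polarization | measure = percent inhibition | benchmarks = high control wells with 10 µM unlabelled Aha-Tn7 peptide (full inhibition) | replicates = singlicate testing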
DDE Tn6 FP inh = inhibitors of Tn6 peptide binding to human fibrin DD(E); hit rate 0.21% among 370,000; inhibition, % at 8.3 µM; Fibrin DD(E) TRITC-Tn6 fluorescence polarization displacement; P02675; AID 720509;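 active = inhibition above a per-campaign cutoff: mean of compounds within control limits plus 3 SD, cut at about 15% in these data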;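 note: 0% = median of all compound wells on the plate and 100% = blocking peptide control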
* hit, by the source's call.

entry | mol | TCR-CD3 inh | MBD2 inh | SIAE primary | proKLK7 act | PRMT1 FP inh | LEDGF integ inh | TDP2 absorb | UHRF1 MBD2 ctr | Tn7 DDE FP | DDE Tn6 FP inh
1 | Clc1ccc(C2=NNC(=NCc3ccc4c(c3)OCO4)SC2)cc1 | -11.7 | -3.8 | -4.4 | -0.4 | 13.8 | 1.8 | -1.1 | -4.5 | -6.6 | -0.6
2 | COc1ccccc1CNC(=O)C(=O)NCC1CCCO1 (configuration not stated) | 7.0 | -4.8 | -0.9 | 0.1 | -2.8 | 0.9 | 4.0 | -1.3 | -7.7 | -3.3
3 | S=C(NC1CCCCC1)N1CCOCCOCCN(C(=S)NC2CCCCC2)CCOCC1 | -2.4 | 4.2 | -1.4 | 0.2 | -1.7 | -1.7 | 9.9 | 1.1 | 2.5 | 4.9
4 | CN(CC1CCCO1)S(=O)(=O)c1ccc(C(=O)NCc2ccccc2)cc1 (configuration not stated) | -2.1 | -1.1 | 2.5 | 0.2 | -2.5 | 4.4 | -8.5 | -2.7 | 2.1 | 1.8
5 | CC(C)[C@H](NS(=O)(=O)c1ccc2c(c1)OCCO2)C(=O)OCC(=O)Nc1ccccc1Cl | 4.0 | -1.9 | 7.9 | -0.2 | 1.3 | 0.1 | 4.8 | -0.8 | -1.0 | 2.5
6 | O=c1c(C(c2ccc(Br)cc2)c2c(O)nc3n(c2=O)CCCS3)c(O)nc2n1CCCS2 | -4.7 | 1.8 | -2.9 | 0.1 | 9.6 | -1.7 | 11.3 | 1.9 | -5.6 | -5.3
7 | COC(=O)CCCCCCCCC(=O)Nc1nc2ccccc2s1 | -1.3 | 8.6 | -1.9 | 0.0 | 0.1 | 0.5 | 1.2 | 7.0 | -0.6 | -5.3
8 | CCN(CCNC(=O)C1CCN(S(=O)(=O)c2c(C)noc2C)CC1)c1ccccc1 | 6.5 | 0.1 | 1.2 | -0.2 | 0.0 | 1.2 | 5.7 | -3.4 | 0.5 | -4.1
9 | CCCCCCCc1nn2c(=O)cc(O)nc2s1 | -3.5 | -2.1 | -1.8 | -2.2 | 0.8 | 0.4 | 2.7 | -1.6 | 11.2 | 9.2
10 | COc1ccc(C(=O)CSC2=C(C#N)C3(CCCCC3)C(C#N)=C(N)N2)cc1 | -1.1 | 0.7 | -1.1 | 0.0 | 1.5 | -1.9 | -0.7 | 3.9 | 8.4 | 8.7
11 | Cc1ccc(-c2[nH]nc3c2C(c2ccsc2)C(C#N)=C(N)O3)cc1 (configuration not stated) | -2.6 | -9.0 | 5.7 | -0.3 | 2.9 | 1.8 | 7.6 | -9.3 | 2.9 | -0.4
12 | CCCCC1CCC(/C(N)=N/O)CC1 (configuration not stated) | -0.3 | -3.4 | 1.7 | 0.3 | -1.5 | 1.5 | 5.2 | -2.5 | -5.2 | 10.4
13 | COC(=O)c1c(C)n(-c2ccccc2)c2ccc(O)cc12 | 11.6 | -2.7 | 7.6 | -0.2 | -0.7 | 2.8 | -6.6 | -1.0 | 0.2 | 0.1
14 | CCCCC[C@@H](C)N1C[C@@H](COCc2ccccc2)Oc2cc(N3CC[C@@H](O)C3)ccc2S1(=O)=O | -1.2 | -4.0 | 2.3 | 0.1 | -3.2 | 4.1 | -5.1 | -1.9 | -1.2 | -11.2
15 | O=C(NCC(=O)N(c1ccccc1)C(C(=O)NC1CCCCC1)c1cccnc1)c1ccco1 (configuration not stated) | 3.7 | 0.2 | -6.5 | -0.5 | -0.3 | 1.0 | -10.0 | 1.4 | -6.2 | -2.4
16 | O=C(COc1ccccc1Br)N1CCN(C(=O)c2cccs2)CC1 | -11.5 | -4.5 | -17.2 | 0.0 | -0.2 | 3.0 | -22.6 | -0.4 | -7.7 | 2.8
17 | COc1ccc(Cl)cc1N(C(=O)c1ccco1)C(C(=O)NC1CCCC1)c1ccco1 (configuration not stated) | 3.7 | 2.5 | 0.0 | 0.0 | -3.9 | 3.5 | 9.6 | -2.0 | 5.3 | 0.8
18 | CCN1CCN(CCC(=O)Nc2cc(OC)ccc2OC)CC1 | -2.4 | 1.4 | 19.8* | 0.7 | 0.9 | 0.2 | -5.0 | 2.3 | -0.4 | -5.5
19 | O=[N+]([O-])c1cc(C(F)(F)F)cc([N+](=O)[O-])c1NCc1cccnc1 | 3.8 | -1.8 | 8.5 | 0.4 | 1.2 | -0.8 | 4.5 | -1.8 | 0.1 | 8.8
20 | CC(=O)C1CCC2C3CC(O)C4=CC(=O)CCC4(C)C3C(=O)CC12C (configuration not stated) | -10.8 | 1.8 | -2.7 | -0.6 | 3.2 | -4.0 | 0.4 | 1.8 | 6.2 | -1.1
21 | CCCS(=O)(=O)NC(=O)C1(C)CCCN(C(=O)COc2ccc(Cl)cc2Cl)C1 (configuration not stated) | -6.0 | 1.3 | -0.8 | 0.3 | -1.5 | 2.0 | 4.8 | 0.2 | 5.7 | -4.2
22 | COc1ccc(C(=O)OC2CCCCC2CN(C)C)cc1 (configuration not stated) | -5.6 | -2.3 | 7.5 | -0.5 | 1.6 | -1.2 | -9.7 | 5.8 | -0.6 | -5.3
23 | COc1ccc(Nc2nc(-c3cccs3)cs2)c(OC)c1 | -10.4 | 9.2 | 9.7 | -0.5 | 7.3 | 8.5 | 0.0 | 6.0 | -6.1 | -14.7
24 | Fc1cccc(Cc2noc(CN3CCC(c4ccncc4)CC3)n2)c1 | 11.5 | 1.9 | 1.1 | -0.5 | -1.3 | -2.0 | -10.4 | 0.7 | 4.2 | 0.5
25 | CN(c1ccccc1)S(=O)(=O)c1ccc(NC(=O)c2nc(S(C)(=O)=O)ncc2Cl)cc1 | 0.8 | -2.7 | -5.7 | 5.4 | 40.0* | 1.7 | -9.5 | -0.2 | 4.7 | 1.4
26 | COc1cccc(CC(=O)OCC(=O)Nc2c(C)nn(-c3ccccc3)c2C)c1 | -4.0 | -7.8 | 6.4 | 0.5 | -5.4 | 6.0 | -3.5 | 0.9 | 3.6 | -1.2
27 | CC1CN(S(=O)(=O)c2cccc(C(F)(F)F)c2)CN1C(=O)N1CCOCC1 (configuration not stated) | -0.9 | -0.1 | 2.9 | -0.6 | 2.8 | -3.2 | 5.3 | -0.9 | -2.7 | -4.3
28 | COc1ccc(NC(=O)c2cc(-c3ccc(OC)c(OC)c3)on2)cc1OC | 0.0 | -5.0 | 6.2 | 0.0 | 2.6 | 4.5 | -17.5 | -2.6 | 8.1 | 5.6
29 | CC1=Nc2ccccc2/C1=C/c1sc(=O)n(CC(=O)N2CCCC2)c1O | 3.9 | -1.2 | -15.9 | -0.8 | 2.8 | 1.0 | -3.6 | 1.0 | 8.8 | 8.7
30 | O=C(c1ccccc1)N(c1ccccc1)C1C=CS(=O)(=O)C1 (configuration not stated) | 2.0 | 7.3 | 3.1 | 0.4 | 1.9 | 1.8 | 8.8 | 0.2 | -7.5 | -5.5
31 | COc1ccc(-c2nnc(NC(=O)c3ccc(S(=O)(=O)N(C)CC4CCCO4)cc3)o2)c(OC)c1 (configuration not stated) | -5.8 | -2.8 | 2.0 | -0.6 | -2.0 | -4.3 | -5.8 | 0.7 | 5.8 | 0.9
32 | CCNC(=O)COC(=O)c1sccc1C | 2.4 | -1.7 | -2.7 | -0.2 | 1.8 | -0.2 | -8.4 | 5.2 | 1.9 | -2.9
33 | O=C(N/N=C/c1cccnc1)c1ccccc1OCc1ccc(Br)cc1 | -5.8 | 2.3 | -1.3 | 0.8 | -1.1 | 7.8 | -4.9 | -6.1 | -6.2 | 2.7
34 | Nn1c(=O)c2ccccc2n2c(SCc3ccccc3)nnc12 | 3.6 | 3.0 | 8.2 | -0.3 | 3.6 | 0.9 | 0.9 | 10.0 | -9.8 | 4.4
35 | COc1cc(N=Cc2c(O)[nH]c3ccccc23)cc(OC)c1OC | -3.6 | -0.9 | 10.9 | 0.5 | 3.9 | 0.2 | -8.0 | -4.8 | -1.7 | -12.3
36 | CC(=O)C1CCC2C3CCC4=CC(=O)C=CC4(C)C3CCC12C (configuration not stated) | 7.1 | -3.1 | 4.7 | -0.2 | -8.3 | 5.0 | 2.6 | 0.0 | -4.8 | 4.8
37 | Cc1ccc(C(=O)NC(=S)NNS(=O)(=O)c2ccccc2)cc1 | -1.3 | -0.9 | 5.0 | 1.3 | 12.1 | 1.2 | 8.1 | -8.1 | 3.0 | -2.4
38 | CCOc1ccc(CCN2C(=S)N([C@@H](Cc3ccc(O)cc3)CN3CCC[C@@H]3CN3C(=S)NC[C@@H]3Cc3ccccc3)C[C@@H]2CC(C)C)cc1 | 9.0 | 0.1 | -14.0 | 0.1 | -0.2 | -2.0 | 3.6 | -0.7 | 4.8 | -1.3
39 | CC(CC(=O)Nc1ccc(S(=O)(=O)Nc2ncccn2)cc1)c1ccccc1 (configuration not stated) | -8.4 | 4.1 | 2.7 | 0.6 | -0.9 | 4.0 | -10.3 | 5.8 | -4.3 | -3.3
40 | CCC(C)(C(=O)NC1CCCC1)N(CC1CCCO1)C(=O)CNC(=O)c1ccccc1 (configuration not stated) | 7.0 | -4.9 | 2.4 | 0.2 | -2.6 | 2.6 | 12.2 | -5.2 | -0.4 | -3.8
41 | COc1ccc(C(=O)Nc2nccs2)cc1 | 6.4 | -1.7 | 3.1 | 0.3 | -1.5 | 7.5 | 6.6 | -1.9 | -1.7 | -6.3
42 | COc1cccc(CN2CCC(Oc3ccc(C(=O)N4CCCCC4)cc3)CC2)c1 | 3.1 | -5.5 | -6.1 | 0.2 | -3.9 | 4.2 | -15.7 | 1.1 | -3.0 | -2.7
43 | COc1cc(S(=O)(=O)NC2CCCC2)c(OC)cc1C | 4.7 | -4.4 | 0.5 | 0.5 | -3.3 | 0.6 | -10.6 | -1.0 | -6.4 | -1.6
44 | NC(=O)CSc1nc2cc(Cl)ccc2c(=O)n1C1CCCCC1 | -2.6 | 8.2 | -4.6 | -0.1 | -0.4 | 1.4 | -3.1 | 1.5 | -1.7 | -4.8
45 | Cc1n[nH]c(=S)n1Cc1ccccc1 | 1.0 | 6.0 | 3.2 | 0.6 | 5.7 | -3.4 | -5.5 | 1.9 | -6.6 | -6.1
46 | COc1cc(NC(=O)c2ccc3c(c2)OCO3)ccc1NC(=O)c1ccco1 | 8.2 | 1.6 | -4.8 | -0.2 | -2.5 | -2.0 | -7.8 | 0.9 | 1.8 | 2.2
47 | CCOC(=O)c1c(C)[nH]c(C)c1C(=O)COC(=O)c1sccc1C | -4.2 | -8.4 | 8.1 | 0.3 | 1.7 | -1.7 | 1.1 | -1.8 | 1.7 | 8.1
48 | CN(c1ccc(F)cc1)S(=O)(=O)c1ccc(Cl)c(C(=O)NCc2ccco2)c1 | -8.3 | 0.6 | 7.9 | -0.2 | 1.8 | -4.0 | 2.4 | -3.8 | 0.1 | -9.7
